Screens as filed in PubChem BioAssay.
STAT3 inh – reduces IL-6 driven STAT3 reporter signal | U3A cells, IL-6 STAT3-luciferase reporter, luminescence; host cell line lacks STAT1 | inhibition, % at 5.5 µM | 190,000 tested, 0.89% active | AID 862;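 active = inhibition above the mean inhibition across all screened compounds plus 3 SD, cut at about 44% in these data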;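 note: 0% = DMSO only wells and 100% = 100 µM nifuroxazide control wells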
STAT3 activator – STAT3 signaling activation; U3A cells, IL-6 STAT3-luciferase reporter, luminescence; 100% = signal with IL-6 EC80 alone; activation (% of control), % at 5.6 µM; 190,000 tested, 0.91% active; AID 871;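 active = activation above the screen-wide mean of compound activation plus 3 SD, cut at about 130% in these data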;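 note: 0% = background luminescence of wells with medium and substrate only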
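Test system: human U3A cells carrying STAT3-luciferase construct; control set: IL-6-only wells as 100% reference; timing: compound pre-incubation 1 h before IL-6, then 6 h stimulation at 37 °C; also added: IL-6 stimulus at 33 ng/mL final; evaluation: % activation versus median of IL-6-stimulated wells; detection: reporter luminescence signal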
FLuc inh counter – Photinus pyralis luciferase inhibition counter-screen. ATPLite firefly luciferase biochemical luminescence, 10 min. inhibition, % at 10 µM. 200,000 tested, 1.5% active. AID 1006;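 active = inhibition above about 50% when tested at 10 µM, limit read from the data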
Target sequence (P08659 whole entry, looked up): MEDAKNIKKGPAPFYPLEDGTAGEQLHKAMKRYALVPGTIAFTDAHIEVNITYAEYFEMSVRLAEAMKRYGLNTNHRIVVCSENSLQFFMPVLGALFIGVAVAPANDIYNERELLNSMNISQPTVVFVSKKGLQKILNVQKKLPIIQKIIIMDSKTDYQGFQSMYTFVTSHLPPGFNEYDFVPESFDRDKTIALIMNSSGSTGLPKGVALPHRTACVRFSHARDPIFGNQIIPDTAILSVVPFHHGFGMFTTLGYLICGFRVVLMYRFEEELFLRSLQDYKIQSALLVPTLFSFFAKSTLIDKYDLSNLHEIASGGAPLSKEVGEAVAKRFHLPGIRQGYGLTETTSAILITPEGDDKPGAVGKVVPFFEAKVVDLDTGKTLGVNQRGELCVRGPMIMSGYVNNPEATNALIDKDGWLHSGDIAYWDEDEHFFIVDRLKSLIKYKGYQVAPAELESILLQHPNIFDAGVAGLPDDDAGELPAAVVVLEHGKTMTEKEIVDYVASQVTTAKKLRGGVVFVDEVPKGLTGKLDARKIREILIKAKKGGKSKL
STAT1 act – increases IFN-gamma driven STAT1 reporter signal | NIH 3T3 STAT1-luciferase reporter, luminescence; 100% = IFN-gamma alone, no compound | activation (% of control), % at 5.5 µM | 200,000 tested, 2.6% active;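 active = activation above the screen-wide mean activation plus 3 SD, cut at about 130% in these data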;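 note: raw ratio to IFN-gamma control signal so 100% means no change and 0% no light; values of inactives mirror those of a sister screen read the other way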
STAT1 blocker – STAT1 signaling inhibition; NIH 3T3 STAT1-luciferase reporter, IFN-gamma, luminescence; inhibition, % at 5.5 µM; 200,000 tested, 0.35% active;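 active = inhibition above a set limit, the mean inhibition across all tested compounds plus 3 SD, cut at about 34% in these data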;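 note: 0% = IFN-gamma with DMSO and 100% = IFN-gamma with 300 µM nifuroxazide; values of inactives mirror those of a sister screen read the other way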
RAM network inh – blocks the yeast RAM network; inhibition, % at 50 µM; AID 868; 190,000 tested, 1.8% active; S. cerevisiae dse1pr::URA3 reporter, 5-FOA growth OD615, 2 d; analog-sensitive cbk1-as2 kinase mutant strain;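 active = inhibition above a set limit, 3 SD over mean compound inhibition, cut at about 8.4% in these data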;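 note: 0% = DMSO-only wells with no growth and 100% = 10 µM 1-NA-PP1 full growth; inhibition rescues growth on 5-FOA so higher OD means more RAM inhibition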
NF-kB neuron act – raises NF-kB expression in human neuronal cells | 190,000 tested, 1.6% active | NF-kB reporter expression; active compounds read high | fold change at 12.5 µM; in the data active = fold change above about 3.3
APP 5'UTR act – activates APP 5'UTR luciferase reporter; SH-SY5Y APP 5'UTR luciferase reporter, luminescence; zero percent = DMSO vehicle wells; activation, % at 2 µM; 190,000 tested, 1% active;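 active = activation above a set limit, based on mean plus 3 SD of controls, cut at about 140% in these data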; note: values of inactives mirror those of a sister screen read the other way
Hsp70 activator – Hsp70 transcriptional activation, primary screen; HeLa Hsp70 promoter luciferase reporter, luminescence; scaled: vehicle 0, proteasome-inhibitor control 100%; activation, % at 10 µM; 200,000 tested, 0.04% active; AID 1203;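 active = activation above the mean across all tested compounds plus 3 SD, cutoff set per campaign, cut at about 5.5% in these data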;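 note: 100% = MG132 at 30 µM as the positive control and 0% = DMSO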
APP 5UTR inh – APP translation inhibition. SH-SY5Y APP 5'UTR-luciferase reporter, luminescence. 190,000 tested, 0.82% active. inhibition, % at 2 µM;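 active = inhibition above a set limit, derived from the sample mean plus 3 SD, cut at about 45% in these data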; note: values of inactives mirror those of a sister screen read the other way
Active calls of the source: *; x = no result given.

SMILES	STAT3 inh	STAT3 activator	FLuc inh counter	STAT1 act	STAT1 blocker	RAM network inh	NF-kB neuron act	APP 5'UTR act	Hsp70 activator	APP 5UTR inh
O=c1[nH]c(SCc2ccc(Cl)cc2)nc2c1CCC2	12	95	0	99	2	2.3	1	9	-0.1	-9
CC1CC(OCC(O)CN2CCOCC2)CC(C)(C)C1 (configuration not stated)	3	99	-1	98	1	0.7	1.1	-1	-0.3	1
CC(=O)c1ccc(N2CCN(C(=O)Cc3cccs3)CC2)cc1	11	95	-4	105	-9	0.8	1.2	1	-0.2	-1
N#C/C(=C/c1cn(-c2ccccc2)nc1-c1cccc(S(=O)(=O)N2CCOCC2)c1)C(=O)NCc1ccco1	6	98	-5	100	-1	3.6	1.2	4	-0.2	-4
O=c1c2ccccc2ncn1-c1ccccc1C(F)(F)F	0	104	-6	95	4	0.6	1.1	9	0.0	-9
Cc1ccc(CSCC(=O)N2CCN(c3ccccc3)CC2)cc1	-2	104	-2	98	3	6.6	0.95	4	-0.2	-4
CC(C)Oc1cccc(C(=O)C2CCCN(C(=O)c3ccoc3)C2)c1 (configuration not stated)	-5	107	-1	107	-10	-0.1	1.3	28	-0.2	-28
CCc1ccccc1NC(=O)CC(O)(C(=O)OC)C(F)(F)F (configuration not stated)	-2	103	-20	105	-5	1.4	1.1	-9	-0.1	9
O=C(NC(=S)Nc1ccc2[nH]c(=O)[nH]c2c1)c1cncc(Br)c1	4	106	-6	98	1	2.1	0.92	-6	0.0	6
CCc1cc(=O)oc2cc(OC(C)C(=O)O)c(Cl)cc12 (configuration not stated)	5	102	-4	108	-8	0.5	0.91	-6	0.0	6
COc1cccc2c1OCC/C2=N\NC(=O)COc1ccccc1C	7	96	26	112	-14	0.9	1.2	33	-0.4	-33
CSc1nsc(/C=C/Nc2ccc(F)cc2)c1C#N	16	89	-5	90	9	2.8	1.1	7	0.0	-7
O=C(Nc1nc(-c2ccc(-c3ccccc3)cc2)cs1)c1cc([N+](=O)[O-])ccc1N1CCOCC1	2	103	-4	107	-10	5.3	1.1	15	0.3	-15
O=C(NC(=S)Nc1ccc(Oc2ccccc2)cc1)c1ccc(Cl)cc1	7	97	-9	87	14	12*	1.2	-5	-0.2	5
CC(C)N(C(=O)Cn1cc(SCC(=O)N2CCCC2)c2ccccc21)C(C)C	4	104	-6	99	1	0.5	1.2	-2	0.1	2
O=C(NCCc1ccc(F)cc1)C1CCCCC1	-1	105	-2	120	-23	-1.5	1.3	6	-0.1	-6
COc1ccc(CCNC(=O)c2nnn(CC(=O)Nc3ccccc3C)c2N)cc1OC	12	94	-6	96	5	0.8	1.6	-8	0.3	8
O=C(NCc1ccncc1)C(=O)Nc1nc(C23CC4CC(CC(C4)C2)C3)cs1	-4	102	0	110	-11	-0.1	0.97	-7	-0.4	6
O=C(Nc1ccc(O)c(-c2nc3ccccc3s2)c1)c1cccs1	-1	101	-1	92	9	1.7	0.99	1	-0.2	-1
FC(F)(F)c1ccccc1NC(=S)N/N=C1\CC2CC=CC12 (configuration not stated)	2	100	1	89	12	-0.7	1.1	-85	-0.2	86*
CCC(=O)c1c[nH]c(C(=O)NCc2cccnc2)c1	10	100	-6	103	-5	0.7	1	1	0.1	-1
C/C(N)=C(/C#N)C(=O)CSc1nnc(-c2ccc(OC(F)F)cc2)o1	-18	117	-2	148*	-52	1.9	4.8*	113	0.7	-113
Nn1c(SCC(=O)Nc2ccc(S(=O)(=O)N3CCCC3)cc2)nnc1C(F)(F)F	3	99	-4	97	4	0.7	1	-4	0.0	4
CCCOc1ccc(OCC(=O)c2[nH]c(C)c(C(C)=O)c2C)cc1	37	69	-6	84	18	2.4	1	7	-0.4	-7

Looked up above:
Entry for CCC(=O)c1c[nH]c(C(=O)NCc2cccnc2)c1 in APP 5'UTR act: 1
Entry for O=C(NCCc1ccc(F)cc1)C1CCCCC1 in FLuc inh counter: -2

(further entries)
SMILES	STAT3 inh	STAT3 activator	FLuc inh counter	STAT1 act	STAT1 blocker	RAM network inh	NF-kB neuron act	APP 5'UTR act	Hsp70 activator	APP 5UTR inh
COc1ccc(Cl)cc1S(=O)(=O)Nc1cccc(C(=O)O)c1	7	99	0	100	0	1.7	1.2	-11	0.1	11
CCCc1cc(C(=O)OC)c(NC(=O)CCCC(=O)O)s1	12	91	-10	95	4	0.5	1.5	1	-0.3	-1
COC(=O)Cn1c(=NC(=O)C2COc3ccccc3O2)sc2cc(S(N)(=O)=O)ccc21 (configuration not stated)	-2	100	-6	96	4	3.8	0.52	-3	-0.3	3
O=C(OCc1cnc(Cl)s1)c1ccc(Cl)cc1	22	86	-7	99	1	-0.8	1.7	-6	-0.3	6
CCCCN(CCCC)/C(N)=N/c1nc(C)cc(C)n1	3	103	-6	86	16	0.3	x	22	0.0	-22
COc1ccc(OC)c(NC(=O)c2ccccc2N(Cc2ccccc2)S(C)(=O)=O)c1	-12	110	-3	99	2	0.4	1	-4	-0.2	4
Cc1c(C(=O)N2CCc3ccccc3C2)oc2ccc(S(=O)(=O)N3CC(C)CC(C)C3)cc12 (configuration not stated)	-9	106	-4	103	-4	12*	1.1	-2	-0.1	2
COc1ccc(NC(=O)COc2ccc(-c3nn(C)c(=O)c4ccccc34)cc2)cc1	14	94	-9	106	-9	3.4	1.1	3	-0.2	-3
N/C(=N\OC(=O)CC1CCCCC1)c1cccc([N+](=O)[O-])c1	-6	107	40	100	0	-0.7	1.4	7	-0.2	-7
Cn1c(=O)oc2cc(S(=O)(=O)NCc3ccco3)ccc21	5	103	-4	106	-7	0.5	1.3	-21	-0.1	21
O=c1c2cnn(-c3ccc(F)cc3)c2ncn1Cc1ccc(F)cc1	16	90	-1	102	0	4.7	1.6	1	-0.5	-1
COc1cnc(-c2ccccn2)nc1Oc1ccc(Cl)cc1	4	101	-5	103	-4	0.0	0.88	x	0.0	x

Shown with two lines to a compound: four of the compounds above.
The line under a structure holds: STAT3 inh	STAT3 activator	FLuc inh counter	STAT1 act	STAT1 blocker	RAM network inh	NF-kB neuron act	APP 5'UTR act	Hsp70 activator	APP 5UTR inh
COC(=O)Cn1c(=NC(=O)C2COc3ccccc3O2)sc2cc(S(N)(=O)=O)ccc21 (configuration not stated)
 : -2	100	-6	96	4	3.8	0.52	-3	-0.3	3
COc1ccc(Cl)cc1S(=O)(=O)Nc1cccc(C(=O)O)c1
 : 7	99	0	100	0	1.7	1.2	-11	0.1	11
Cc1c(C(=O)N2CCc3ccccc3C2)oc2ccc(S(=O)(=O)N3CC(C)CC(C)C3)cc12 (configuration not stated)
 : -9	106	-4	103	-4	12*	1.1	-2	-0.1	2
CCCc1cc(C(=O)OC)c(NC(=O)CCCC(=O)O)s1
 : 12	91	-10	95	4	0.5	1.5	1	-0.3	-1

Continued:
SMILES	STAT3 inh	STAT3 activator	FLuc inh counter	STAT1 act	STAT1 blocker	RAM network inh	NF-kB neuron act	APP 5'UTR act	Hsp70 activator	APP 5UTR inh
Cc1ccc(N(CC(=O)N/N=C/c2cc(C)n(-c3ccccc3)c2C)S(C)(=O)=O)c(C)c1	-6	111	-5	92	8	1.2	1.8	-19	-0.2	19
CCc1ccc(NC(=O)CCn2ccnc2C)cc1	-6	110	-6	96	4	0.3	0.98	9	-0.6	-9
Cc1cc(C)n(-c2ccc(C(=O)Nc3ccc(C)c(S(=O)(=O)N(C)C)c3)cc2)n1	29	76	4	90	11	2.6	0.38	-2	-0.3	2
CCOc1ccc(N2CC(C(=O)NCCN3C(=O)S/C(=C\c4cccnc4)C3=O)CC2=O)cc1 (configuration not stated)	-7	107	-6	97	0	-1.2	0.79	6	-0.1	-6
COc1ccccc1C(=O)OCC(=O)Nc1cc(S(=O)(=O)N2CCOCC2)ccc1N1CCCC1	-12	111	-4	102	-5	1.2	1.1	26	-0.2	-26
CC(C)N(C(=S)NCc1ccccc1)C(C)C	8	95	-5	93	8	-0.5	1.1	28	-0.3	-28
CC(C)CC(OC(=O)c1nsc(Cl)c1Cl)C(=O)NCc1cccs1 (configuration not stated)	-4	104	-4	100	0	2.5	1.4	2	-0.5	-2
COc1cc(N)c(Cl)cc1NC(=O)c1ccccc1	9	98	1	107	-8	-0.1	1.3	-17	0.2	17
Cc1ccc(C)n1NC(=O)c1ccco1	4	98	-4	98	3	0.9	1.4	-8	-0.4	8
CSc1nc(N(C)NC(=O)c2cccc(C)c2)c2ccccc2n1	-31	139*	-2	119	-12	1.2	3.7*	-97	0.1	97*
COc1cccc(NC2=Nc3cccc4cccc2c34)c1	6	94	5	104	-4	1.6	1.2	10	-0.4	-10
CC(C)Cc1nc(N2CCN(C(=O)c3ccco3)CC2)c(C#N)c2c1CCC2	5	99	-11	95	6	9.2*	1.1	-44	0.2	44

Three compounds drawn at random from those above, as already listed:
SMILES	STAT3 inh	STAT3 activator	FLuc inh counter	STAT1 act	STAT1 blocker	RAM network inh	NF-kB neuron act	APP 5'UTR act	Hsp70 activator	APP 5UTR inh
CCOc1ccc(N2CC(C(=O)NCCN3C(=O)S/C(=C\c4cccnc4)C3=O)CC2=O)cc1 (configuration not stated)	-7	107	-6	97	0	-1.2	0.79	6	-0.1	-6
COc1ccccc1C(=O)OCC(=O)Nc1cc(S(=O)(=O)N2CCOCC2)ccc1N1CCCC1	-12	111	-4	102	-5	1.2	1.1	26	-0.2	-26
CCc1ccc(NC(=O)CCn2ccnc2C)cc1	-6	110	-6	96	4	0.3	0.98	9	-0.6	-9

(continued)
SMILES	STAT3 inh	STAT3 activator	FLuc inh counter	STAT1 act	STAT1 blocker	RAM network inh	NF-kB neuron act	APP 5'UTR act	Hsp70 activator	APP 5UTR inh
COC(=O)N1CCN(c2ccc(C(C)=O)cc2)CC1	-4	104	-5	104	-4	2.0	1.6	-3	-0.4	3
CCOc1cc(CNn2cnnc2)ccc1OCC(=O)NC1CCCCC1	4	102	-12	98	3	-0.4	0.98	-5	-0.1	5
Cc1ccc(C(C(=O)NCc2ccco2)N(C(=O)CNC(=O)c2cccs2)c2ccc(C)cc2C)cc1 (configuration not stated)	26	81	-4	103	-3	7.1	1.3	8	0.0	-8
CC(C)(C)NC(=O)C1CCN(C(=O)c2ccc(-c3ccccc3)cc2)CC1	7	94	-1	96	4	1.4	0.95	-16	-0.1	16
COc1cccc(NC(=O)C(c2ccccc2)N2CCCCC2)c1 (configuration not stated)	-14	119	0	100	0	2.3	1.4	-12	-0.1	12
CS(=O)(=O)N(CC(=O)NCc1ccccc1)Cc1ccc(Cl)cc1	4	100	-6	96	5	2.2	1.2	18	-0.1	-18
O=C(NC1CCCCC1)C1CCC(CNS(=O)(=O)c2cccc3nsnc23)CC1 (configuration not stated)	1	106	-9	98	3	2.9	0.91	9	0.2	-9
Cc1nn(Cc2ccccc2)c(C)c1NC(=O)CSc1nc2c(c(C(F)(F)F)n1)CCc1ccccc1-2	1	97	-6	101	-1	-0.4	1.3	-14	-0.3	14
CCN(CC)S(=O)(=O)c1ccc(NC(=O)c2ccccc2N(C)S(C)(=O)=O)cc1	5	101	-8	99	1	1.9	1.3	-9	-0.3	9
CCCCN(C)CCNC(=O)CSCc1ccc(C)cc1	13	98	-10	104	-6	-0.8	0.89	-11	-0.2	12
O=C(COC(=O)c1cccc(C(=O)OCC(=O)NCc2ccc(F)cc2)n1)NCc1ccc(F)cc1	-8	104	-8	100	2	4.4	1.1	-2	-0.4	2
